Screens (PubChem BioAssay)
TNF death inh = TNF-alpha cell death inhibition in Jurkat FADD-/- cells; 220,000 compounds, 0.068% hits; Jurkat FADD-/- TNF necroptosis rescue, ATP luminescence, 24 h; 0 = TNF only, 100 = no-TNF cells; AID 463075; activation (protection from cell death), % at 10 µM;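 active = activation, meaning protection from cell death, of at least 50% relative to plate controls; inactive = activation below 50%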;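 note: necroptosis triggered by 40 ng/mL TNF-alpha added together with compound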
Rad51 HR inh = blocks human Rad51 in homologous recombination. inhibition, % at 10 µM. 200,000 compounds, 0.085% hits. hRad51 DNA strand exchange, fluorescence dequenching;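 active = inhibition above 40% at the single screening dose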;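 note: 0% = DMSO control wells and 100% = blanks with heterologous ssDNA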
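material = hRad51 filaments on single-stranded DNA | reagent = Donor/quencher-labelled 47-bp dsDNA substrate | compound = 10 µM final, single point | schedule = strand-exchange reaction 15 min at room temperature | measured by = fluorescein emission 520 nm, excitation 485 nm | read-out basis = % inhibition versus plate control and blank means | benchmarks = plate controls and plate blanks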
Hck-Nef inh = blocks Nef-activated human Hck kinase; Recombinant Hck-YEEI plus Nef, Z-Lyte FRET kinase assay; inhibition, % at 20 µM; 220,000 compounds, 0.68% hits;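 active = Hck-Nef kinase inhibition above about 50%, limit read from the data; inactive = inhibition below that limit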;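 note: 0% = DMSO with Hck plus Nef and 100% = Hck alone without Nef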
hK5 inh = inhibitors of human kallikrein 5. Q9Y337. recombinant hK5, fluorogenic AMC substrate cleavage. inhibition, % at 5 µM. 210,000 compounds, 0.59% hits. AID 873;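 active = inhibition of 40% or more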;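 note: 0% = enzyme controls without compound and 100% = no-enzyme blanks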
Target sequence (Q9Y337 67-293 limits assumed): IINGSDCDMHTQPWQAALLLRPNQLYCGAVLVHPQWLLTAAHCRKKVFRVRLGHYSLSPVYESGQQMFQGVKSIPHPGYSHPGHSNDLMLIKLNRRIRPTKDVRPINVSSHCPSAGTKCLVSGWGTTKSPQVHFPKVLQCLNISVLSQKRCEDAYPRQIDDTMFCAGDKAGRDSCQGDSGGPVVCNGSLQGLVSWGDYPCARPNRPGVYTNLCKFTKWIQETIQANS
KCC2 mod = modulators of human KCC2 chloride dependent transport; Q9H2X9; KCC2 cells, thallium flux FluoZin-2 fluorescence; 190,000 compounds, 2.2% hits; B-score of Tl+ flux slope (higher = more flux/activation; lower = inhibition) at 10 µM;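 active = thallium flux slope and its plate-corrected score both differing from the plate sample mean at a set confidence after two filtering rounds, in either direction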;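 note: slope of fluorescence scaled to starting intensity during 10 to 20 s after thallium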
thrombin 1536 = thrombin (human) inhibition | P00734 | alpha-thrombin, Boc-VPR-AMC fluorogenic substrate cleavage | inhibition, % at 5 µM | 220,000 compounds, 0.26% hits;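 active = inhibition at or above 40%; inactive = inhibition below 40%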;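 note: 0% = enzyme with no compound and 100% = wells without enzyme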
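Assay system: human alpha-thrombin enzyme. Reagent: Boc-VPR-AMC substrate, 15 µM final. Compound dosing: one concentration per compound, 5 µM, with 0.2% DMSO. Incubation: room-temperature reaction. Technique: AMC fluorescence, 355/460 nm. Measure: % inhibition relative to enzyme controls and enzyme-free blanks.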
FXIa inh 1536 = inhibitors of human coagulation factor XIa. purified FXIa, Boc-Glu-Ala-Arg-AMC fluorogenic substrate. inhibition, % at 5 µM. 220,000 compounds, 0.14% hits. AID 798;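 active = inhibition of at least 40%; inactive = inhibition below 40%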;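 note: fluorescence of freed AMC excited at 355 nm; 0% = enzyme without compound and 100% = no enzyme blank; many of its hits are not listed in these tables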
zVAD death inh = L929 zVAD cell death inhibition | viability rescue, % at 10 µM | L929 zVAD necroptosis rescue, ATP luminescence, 24 h; with zVAD 60 µM | AID 1377 | 220,000 compounds, 0.38% hits;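 active = activation, scaled between plate controls, above about 75%, limit read from the data; inactive = activation under that limit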;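 note: 0% = zVAD with DMSO and 100% = DMSO alone without zVAD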
FXIIa inh 1536 = factor XIIa (human) inhibition; 220,000 compounds, 0.3% hits; purified FXIIa, Boc-QGR-AMC fluorogenic substrate, 2 h; inhibition, % at 5 µM; P00748; in the data active = inhibition above about 40%;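 note: 0% = enzyme with no compound and 100% = blank without enzyme; many of its hits are not listed in these tables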
Target sequence (P00748 20-372 limits assumed): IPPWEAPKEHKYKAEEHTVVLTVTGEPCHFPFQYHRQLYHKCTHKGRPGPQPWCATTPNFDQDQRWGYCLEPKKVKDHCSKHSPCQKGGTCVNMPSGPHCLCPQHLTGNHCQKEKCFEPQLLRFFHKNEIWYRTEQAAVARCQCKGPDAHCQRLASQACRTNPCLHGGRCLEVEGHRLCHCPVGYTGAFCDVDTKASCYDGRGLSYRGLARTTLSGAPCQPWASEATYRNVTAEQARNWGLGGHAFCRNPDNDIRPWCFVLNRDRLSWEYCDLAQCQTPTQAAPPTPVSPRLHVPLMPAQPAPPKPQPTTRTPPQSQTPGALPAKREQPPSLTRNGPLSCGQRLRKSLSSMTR
Target sequence (P00748 373-615 limits assumed): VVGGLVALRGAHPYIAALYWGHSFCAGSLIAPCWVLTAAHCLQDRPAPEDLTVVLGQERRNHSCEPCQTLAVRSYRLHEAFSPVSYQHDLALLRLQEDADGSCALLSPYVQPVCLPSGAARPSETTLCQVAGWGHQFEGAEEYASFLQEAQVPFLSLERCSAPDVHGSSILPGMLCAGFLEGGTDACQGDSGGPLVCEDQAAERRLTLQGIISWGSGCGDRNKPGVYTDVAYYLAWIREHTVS
Active calls of the source: *; . = not tested or not shown.

SMILES	TNF death inh	Rad51 HR inh	Hck-Nef inh	hK5 inh	KCC2 mod	thrombin 1536	FXIa inh 1536	zVAD death inh	FXIIa inh 1536
COc1cccc(OCc2nnc(SCC(=O)N3c4ccccc4Sc4ccc(Cl)cc43)o2)c1	2.3	10	4	-7	-0.15	0	-6	0.4	7
CCN(CC)CCCNC(=O)CSc1nc(-c2ccc(F)cc2)cc(C(F)(F)F)n1	3.5	14	20	-2	-0.32	9	-4	0.3	2
CC(C)c1cc(C(F)(F)F)n2nc(C(=O)Nc3ccc4c(c3)OCO4)cc2n1	-1.2	-6	3	4	-0.72	-1	3	1.9	14
COC(=O)c1sc2ncccc2c1OCc1ccccc1Cl	-5.7	-1	2	6	-0.23	2	2	0.0	14
c1ccc(CSCc2cn3ccsc3n2)cc1	-0.8	-1	0	5	0.48	1	0	-0.2	6
NC(=O)c1ccsc1NC(=O)c1ccc(S(=O)(=O)N2CCCC2)cc1	-1.9	10	26	-2	-1.4	-8	20	1.1	13
Clc1ccc(Br)cc1-c1nc(-c2ccncc2)no1	-12	1	0	-1	0.83	-6	3	-0.5	2
CNC(=O)C(=O)NCCc1ccc(Cl)cc1	0.7	-3	1	0	-0.047	6	16	-0.1	31
COC(=O)C1CCN(CC(=O)Nc2ccc(OC)c(Cl)c2)CC1	1.1	4	-3	-4	0.36	-10	-4	2.1	-6
CC(=O)Nc1ccc(S(=O)(=O)NC2(C(F)(F)F)N=C(c3ccccc3)NC2=O)cc1 (stereo unspecified)	-1.5	-1	-1	2	.	3	4	0.2	7
CC(C)NC(=S)Nc1cccc2cnccc12	-0.1	4	3	-8	1.1	-4	4	0.3	7
O=C(Cn1cnc2c(nnn2-c2ccccc2)c1=O)N1CCOCC1	0.0	1	1	-4	1.7	1	2	-0.5	-14
CC(C)N1CCc2c(sc(NC(=O)c3ccc(S(=O)(=O)N4CCOCC4)cc3)c2C(N)=O)C1	3.1	-4	-4	1	-0.76	-4	2	2.2	15
O=C1/C(=C/c2cccs2)NC(=S)N1C1CC1	16	.	9	-8	43*	-2	8	0.4	13
CCOc1ccc(N(CC(=O)NC(C)(C)C)S(=O)(=O)c2c(C)noc2C)cc1	1.2	1	-1	-4	0.029	26	-2	-0.4	5
CCCCc1ccc(NC(=S)NCCc2ccc(F)cc2)cc1	-11	21	1	-6	-0.00035	-2	-5	-1.0	7
Oc1ccc(-c2nncn2-c2ccccc2)cc1	0.2	-10	26	6	2	-8	1	2.4	8
CC(C)=C(NC(=O)c1ccccc1)C(=O)NCc1ccccc1	-0.2	6	-4	-15	-0.49	2	17	1.4	2
COc1ccc(CC(CC(=O)O)C(=O)NCc2ccccc2)cc1 (stereo unspecified)	0.1	.	14	-2	1.3	-2	-3	2.3	4
COc1ccc(O)c(C(=O)c2cc(C#N)c(=O)n(-c3ccc(Cl)cc3)c2)c1	1.3	.	27	0	-0.72	0	0	0.1	3
O=c1[nH]c(-c2ccccn2)nc2sc(-c3ccccc3)cc12	-6.2	11	29	-16	4.4*	-17	-5	64	-4
CC(C)Nc1nc(-c2ccccc2)nc(-n2ccnc2)n1	-8.6	-26	4	3	0.21	6	11	0.4	21
Oc1ccc(CNc2ccccc2)c2cccnc12	-5.1	-4	2	-28	-0.36	0	1	1.1	11
COc1cccc(NC(=S)N(CCN(C)C)C(C)c2ccncc2)c1 (stereo unspecified)	-0.6	9	20	-6	-0.014	-6	-5	0.3	5
CCNc1nc(SCCOc2ccc(Br)cc2)nc(N(C)C)n1	0.9	-5	19	-3	-0.07	-9	9	1.5	11
CCSc1nnc(NC(=O)c2ccc(C)o2)s1	-0.6	-2	3	-5	0.12	-2	-5	0.6	-5
Cc1ccc(NC(=O)CCCN2C(=O)c3cccc4cccc(c34)C2=O)cc1	2.5	.	3	-25	-0.067	-6	-2	1.9	1
Cc1ccc(S(=O)(=O)/N=C(\N)Nc2nc(C)c3cc(C)c(C)cc3n2)cc1	-8.1	-6	0	-4	.	5	0	1.1	12
O=C(NCCCn1ccnc1)c1cc(C(=O)C2CC2)c[nH]1	-1.6	2	0	-2	.	-4	6	0.1	17
CCC1CCCCN1Cc1nc2c(c(=O)n(C)c(=O)n2C)n1CCC(C)C (stereo unspecified)	-4.1	8	-1	.	-0.33	.	.	-1.1	.
Cc1ccc(NS(=O)(=O)c2ccccc2Cl)c2c1CC(C)(C)O2	-0.4	-3	1	-3	0.29	1	1	0.1	10
CN1CCN(c2ncccc2S(=O)(=O)N2CCCCC2)CC1	-0.1	-5	6	-15	0.41	-5	-7	-0.3	5
C=CCNC(=S)N/N=C(\C)c1ccc(-n2ccnc2)cc1	0.2	4	26	-10	-1.2	-9	-4	0.5	-8
CS(=O)(=O)N1CCN(c2ccccc2NC(=O)c2ccc3ccccc3c2)CC1	-2.3	-8	15	7	-1.1	5	3	0.7	9
CCCc1cc(C(=O)Nc2cnn(Cc3ccc(F)cc3)c2)no1	5.8	-4	18	1	0.11	-4	2	0.4	5
Fc1ccc2nc(N3CCCCC3)sc2c1	-0.4	-5	0	11	-1.4	1	8	-0.2	19
Brc1ccc(-c2nnc(-c3cccc(Br)c3)o2)cc1	-1.0	.	0	8	0.26	3	-2	-0.1	15
C=CCNC(=O)COC(=O)COc1ccc(Cl)cc1C	1.3	-5	-3	-25	-0.26	7	0	0.6	19
CCOC(=O)c1[nH]c(C)c(/C(O)=C2\C(=O)C(=O)N(CCCn3ccnc3)C2c2ccncc2)c1C (stereo unspecified)	0.7	-10	-1	3	-0.17	-1	-2	1.6	11
CC(=O)CC(=O)Nc1ccc(Nc2ccccc2)cc1	1.5	8	4	-15	-0.48	-6	2	1.2	11

Three entries already listed, sorted by molecular weight, rising:
SMILES	TNF death inh	Rad51 HR inh	Hck-Nef inh	hK5 inh	KCC2 mod	thrombin 1536	FXIa inh 1536	zVAD death inh	FXIIa inh 1536
CNC(=O)C(=O)NCCc1ccc(Cl)cc1	0.7	-3	1	0	-0.047	6	16	-0.1	31
O=C(Cn1cnc2c(nnn2-c2ccccc2)c1=O)N1CCOCC1	0.0	1	1	-4	1.7	1	2	-0.5	-14
Cc1ccc(NC(=O)CCCN2C(=O)c3cccc4cccc(c34)C2=O)cc1	2.5	.	3	-25	-0.067	-6	-2	1.9	1

Next compounds follow.
SMILES	TNF death inh	Rad51 HR inh	Hck-Nef inh	hK5 inh	KCC2 mod	thrombin 1536	FXIa inh 1536	zVAD death inh	FXIIa inh 1536
CN(CCCn1c(=S)[nH]c2ncccc2c1=O)Cc1ccccc1	-3.6	-4	2	-1	15*	-1	-4	-0.2	12
Cc1sc(NC(=O)c2ccc(Br)s2)c(C(N)=O)c1C	4.4	2	-22	4	0.25	3	2	1.0	19
CCCc1nnc(SCC(=O)N2CCOCC2)n1C	0.2	7	11	-6	0.93	1	12	0.4	12
CCCc1cc(=O)oc2c3c(c4c(c12)OC(C)(C)C=C4)OC(C)C(C)C3O (stereo unspecified)	-0.5	-1	10	-3	-0.81	-7	3	8.7	9
O=C(O)C(Cc1c[nH]c2ccccc12)N1C(=O)C2C3c4ccccc4C(c4ccccc43)[C@@H]2C1=O (stereo partly specified)	0.5	.	20	3	-0.46	-6	1	1.1	8
NC(N)=NCC(O)CN(c1ccccc1)c1ccccc1 (stereo unspecified)	-0.5	-14	-14	-5	-0.66	-1	5	0.4	7
CCOCC(=O)N1CCC(Cc2ccccc2)CC1	1.0	-5	-19	4	-0.98	-2	2	0.3	.
O=C(O)CN1C(=O)c2cccc(Oc3ccc(Cl)cc3)c2C1=O	-0.9	-2	0	0	0.6	-2	-4	-0.2	16
O=C(c1ccc2c(c1)N(Cc1ccccc1)C(=O)c1ccccc1S2)N1CCCC1	-9.4	-3	2	-15	-2	2	-1	0.0	12
O=C(c1ccc2c(c1)OCO2)N1CCN(c2ccccn2)CC1	0.6	2	4	-10	0.54	-4	1	0.1	8
CCOc1ccccc1CN1CCN(C2CCN(c3ccccc3F)CC2)CC1CCO (stereo unspecified)	0.5	4	18	-3	0.37	-11	-3	-0.4	2
Nc1ccc(C(=O)OCC(=O)Nc2ccc3c(c2)OCO3)cc1[N+](=O)[O-]	0.8	-1	4	-11	-0.067	-5	23	0.4	21
Cc1cc(C(=O)Nc2c(C)cccc2C)n(-c2ccccc2)n1	-1.4	-6	2	-6	.	23	14	-0.2	7
CC(=O)c1ccc(NS(=O)(=O)c2cccc(C)c2)cc1	3.0	-9	6	1	-0.6	-5	-5	-0.2	4
COc1cccc(CN2CCN(C3CSCCSC3)CC2CCO)c1 (stereo unspecified)	2.3	6	16	-1	0.071	-7	-5	0.6	1
O=C(COc1ccccc1Br)NCc1ccco1	0.0	-2	3	4	-1.1	-8	4	0.2	3
CCN1CCCC1CNS(=O)(=O)c1cc(Br)cc2c1N(C(=O)C1CC1)CC2 (stereo unspecified)	0.0	-4	-4	14	2	-5	-5	0.5	9
COc1cc2nc(NC(=O)c3ccco3)sc(=O)c2cc1OC	-13	14	4	-2	0.19	-3	0	0.6	4
Cc1ccccc1OCC(=O)NNC(=O)CCN1C(=O)c2ccccc2C1=O	0.3	-4	7	-1	-3.9*	0	6	-0.3	8
COc1ccc(C2=NN(C(=O)CSc3nnc(C)n3C)C(c3ccco3)C2)cc1 (stereo unspecified)	-0.8	3	0	3	-0.45	3	0	1.8	9

Single records (already shown).
O=C(COc1ccccc1Br)NCc1ccco1 across the screens: TNF death inh = 0.0; Rad51 HR inh = -2; Hck-Nef inh = 3; hK5 inh = 4; KCC2 mod = -1.1; thrombin 1536 = -8; FXIa inh 1536 = 4; zVAD death inh = 0.2; FXIIa inh 1536 = 3
CCN1CCCC1CNS(=O)(=O)c1cc(Br)cc2c1N(C(=O)C1CC1)CC2 (stereo unspecified) across the screens: TNF death inh = 0.0; Rad51 HR inh = -4; Hck-Nef inh = -4; hK5 inh = 14; KCC2 mod = 2; thrombin 1536 = -5; FXIa inh 1536 = -5; zVAD death inh = 0.5; FXIIa inh 1536 = 9

Next part
SMILES	TNF death inh	Rad51 HR inh	Hck-Nef inh	hK5 inh	KCC2 mod	thrombin 1536	FXIa inh 1536	zVAD death inh	FXIIa inh 1536
C=CCN1C(=O)C2(NC(=O)c3ccccc3N2)c2ccccc21 (stereo unspecified)	-3.3	5	18	-1	0.54	-8	-3	1.4	2
CC(=O)c1ccc2c(c1)OCCOCCOc1ccccc1OCCOCCO2	3.7	18	20	-3	0.078	-4	1	1.0	1
COc1cccc2cccc(/C=N/n3cnnc3)c12	-2.5	3	19	-4	-0.79	-23	-9	3.2	4
COc1ccc(/C=N/NC(=O)COc2cccc3cccnc23)cc1OC	0.4	-8	54*	-2	-1.6	-2	8	30	9
CCSc1nnc(NC(=O)C(CC)(C(F)(F)F)C(F)(F)F)s1	-1.4	-4	3	-2	-2.2	-7	-15	0.4	8
Cc1cc(NC(=O)CCC(=O)N(c2ccc(F)cc2)C(C(=O)NC2CCCC2)c2ccc(C)o2)no1 (stereo unspecified)	0.9	2	18	1	.	-6	-4	-0.2	6
CCCCc1nnc(NC(=O)CC(=O)Nc2ccccc2C(=O)O)s1	0.6	5	1	-3	-0.31	-3	-1	0.1	9
CC(C)(C)CC(=O)Nc1ccccc1N1CCN(c2ccccc2)CC1	0.6	2	2	-3	-0.0032	2	-2	0.7	8
COc1cccc(-n2nnnc2SCC(=O)Nc2ccc3c(c2)OCCO3)c1	-1.2	.	4	-3	0.13	-8	-5	0.7	-12
O=C(/C=C/c1ccc2c(c1)OCO2)NCc1ccncc1	3.2	21	-1	0	-1.2	-4	-1	1.9	2

The list is partial; the hit share may differ from the screen's.
